Source: PubChem
M. tuberculosis: growth inhibition of non-replicating M. tuberculosis (AID 488890). Mycobacterium tuberculosis non-replicating, growth inhibition; higher % means a stronger effect. inhibition, % at 25 µM, or IC50 in µM where a hit was titrated. actives 0.39% (n = 320,000); in the data active = a potency from the dose series;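 note: plate controls were DMSO cells for no effect and high antibiotic wells for full effect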
inhibitors of VEEV: inhibitors of VEEV TC-83 cytopathic effect, confirmation, Vero cells (AID 588727) | Vero cells, VEEV TC-83 cytopathic effect inhibition; higher % means a stronger effect | inhibition, % at 20 µM, or IC50 in µM where a hit was titrated | actives 0.13% (n = 350,000); in the data active = a potency from the dose series; note: strong numbers were not always called active
M. tuberculosis HTS: M. tuberculosis growth inhibition, HTS (AID 449762). M. tuberculosis H37Rv growth inhibition, 7H9 media; higher % means a stronger effect. inhibition, % at 25 µM, or IC50 in µM where a hit was titrated. actives 0.59% (n = 330,000); in the data active = a potency from the dose series;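 note: bacterial growth assessed after seven days of incubation; strong numbers were not always called active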
Salmonella PhoP GFP: Inhibition of PhoP regulon, Salmonella typhi GFP reporter cells, confirmation, 4 h (AID 1850); inhibition, % at 50 µM; hits with a dose series show IC50 in µM; Salmonella Typhi PhoP-promoter GFP reporter, fluorescence, 4 h; higher % means a stronger effect; actives 0.33% (n = 310,000); in the data active = a potency from the dose series;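 note: 0% = induced wells with vehicle and 100% = uninduced wells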
influenza NS1A: NS1A inhibition, H1N1 influenza, cell based functional assay (AID 504329). NS1A functional cell-based assay, percent inhibition; higher % means a stronger effect. actives 0.3% (n = 340,000). inhibition, % at 12.5 µM; hits with a dose series show IC50 in µM; in the data active = a potency from the dose series; note: strong numbers were not always called active
inhibitors of VEEV 10K pilot screen: recorded beside inhibitors of VEEV, whose call it bears; inhibition, %; measured here: 10K pilot screen inhibition
An asterisk follows results filed as active.

Sample of the layout (7 entries):
What do the screens show for `CN(C)C(CNC(=O)c1cc(-c2ccco2)nc2ccccc12)c1ccccc1` (stereo not drawn)?
M. tuberculosis: 10%; inhibitors of VEEV: 5.8%; M. tuberculosis HTS: -6%; influenza NS1A: -3%

Results for O=C(Nc1ccc(F)cc1F)c1cc2nc3c(c(C(F)(F)F)n2n1)CCCC3 ?
M. tuberculosis: -11%; inhibitors of VEEV: 0.3%; M. tuberculosis HTS: 3%; Salmonella PhoP GFP: -20%; influenza NS1A: -7%

What do the screens show for `CC(C)c1c(O)nc(SCCOc2ccc(Cl)cc2)[nH]c1=O`?
M. tuberculosis: 44%; inhibitors of VEEV: 1.6%; M. tuberculosis HTS: 7%; Salmonella PhoP GFP: 6%; influenza NS1A: 11%

What do the screens show for `COc1ccc(/C=C(\C#N)C(=O)c2cccn2C)cc1`?
M. tuberculosis: -9%; inhibitors of VEEV: 0.9%; M. tuberculosis HTS: -4%; Salmonella PhoP GFP: -1%; influenza NS1A: 0%

How did O=S(=O)(Nc1cc(S(=O)(=O)N2CCOCC2)ccc1N1CCOCC1)c1ccc2c(c1)OCCO2 do in these assays?
M. tuberculosis: 4%; inhibitors of VEEV: 2.6%; M. tuberculosis HTS: -6%; Salmonella PhoP GFP: -7%; influenza NS1A: 16%

How did CCN1CCN(c2ncnc3c2cnn3-c2ccccc2)CC1 do in these assays?
M. tuberculosis: -8%; inhibitors of VEEV: 2.8%; M. tuberculosis HTS: -10%; Salmonella PhoP GFP: -7%; influenza NS1A: 25%

Results for COc1ccc(CNC(=O)COC(=O)CCOc2ccc(C)cc2)cc1 ?
M. tuberculosis: 59%; inhibitors of VEEV: 0.4%; M. tuberculosis HTS: -3%; Salmonella PhoP GFP: 0%; influenza NS1A: 0%

The list itself, from the start:
What do the screens show for `CN(C)C(CNC(=O)c1cc(-c2ccco2)nc2ccccc12)c1ccccc1` (stereo not drawn)?
M. tuberculosis: 10%; inhibitors of VEEV: 5.8%; M. tuberculosis HTS: -6%; influenza NS1A: -3%

Results for O=C(Nc1ccc(F)cc1F)c1cc2nc3c(c(C(F)(F)F)n2n1)CCCC3 ?
M. tuberculosis: -11%; inhibitors of VEEV: 0.3%; M. tuberculosis HTS: 3%; Salmonella PhoP GFP: -20%; influenza NS1A: -7%

What do the screens show for `CC(C)c1c(O)nc(SCCOc2ccc(Cl)cc2)[nH]c1=O`?
M. tuberculosis: 44%; inhibitors of VEEV: 1.6%; M. tuberculosis HTS: 7%; Salmonella PhoP GFP: 6%; influenza NS1A: 11%

What do the screens show for `COc1ccc(/C=C(\C#N)C(=O)c2cccn2C)cc1`?
M. tuberculosis: -9%; inhibitors of VEEV: 0.9%; M. tuberculosis HTS: -4%; Salmonella PhoP GFP: -1%; influenza NS1A: 0%

How did O=S(=O)(Nc1cc(S(=O)(=O)N2CCOCC2)ccc1N1CCOCC1)c1ccc2c(c1)OCCO2 do in these assays?
M. tuberculosis: 4%; inhibitors of VEEV: 2.6%; M. tuberculosis HTS: -6%; Salmonella PhoP GFP: -7%; influenza NS1A: 16%

How did CCN1CCN(c2ncnc3c2cnn3-c2ccccc2)CC1 do in these assays?
M. tuberculosis: -8%; inhibitors of VEEV: 2.8%; M. tuberculosis HTS: -10%; Salmonella PhoP GFP: -7%; influenza NS1A: 25%

Results for COc1ccc(CNC(=O)COC(=O)CCOc2ccc(C)cc2)cc1 ?
M. tuberculosis: 59%; inhibitors of VEEV: 0.4%; M. tuberculosis HTS: -3%; Salmonella PhoP GFP: 0%; influenza NS1A: 0%

Results for CCn1nc(C)c(CNC(=O)CCc2nnc(-c3ccc(C(C)=O)s3)o2)c1C ?
M. tuberculosis: -3%; inhibitors of VEEV: 1.3%; M. tuberculosis HTS: 7%; Salmonella PhoP GFP: 1%; influenza NS1A: -4%

Results for CCCCNC(=O)c1ccc2c(=O)n(CCCOCC)c(=S)[nH]c2c1 ?
M. tuberculosis: 0%; inhibitors of VEEV: inactive; M. tuberculosis HTS: 6%; Salmonella PhoP GFP: -5%; influenza NS1A: 4%

What do the screens show for `Cc1cc(C(F)(F)F)nc(CCNCc2c(C(=O)N3CCCC3)nc3ccccn23)n1`?
M. tuberculosis: -1%; inhibitors of VEEV: 1.0%; M. tuberculosis HTS: -8%; Salmonella PhoP GFP: -5%

What do the screens show for `N#CCc1nc2n(n1)Cc1ccccc1-2`?
M. tuberculosis: -5%; inhibitors of VEEV: inactive; M. tuberculosis HTS: 3%; Salmonella PhoP GFP: -17%; influenza NS1A: 3%

Results for CCCCC(c1nnnn1CS(=O)(=O)c1ccc(C)cc1)N1CCN(C)CC1 (stereo not drawn) ?
M. tuberculosis: 4%; inhibitors of VEEV: 1.1%; M. tuberculosis HTS: -6%; Salmonella PhoP GFP: -1%; influenza NS1A: 0%

What do the screens show for `CC1CC(C)(C)N2C(=O)C(=C(C#N)C#N)c3cccc1c32` (stereo not drawn)?
M. tuberculosis: 79%; inhibitors of VEEV: 1.9%; M. tuberculosis HTS: 62%; Salmonella PhoP GFP: 2%; influenza NS1A: -15%

Results for CCOc1ccccc1CN1CCNC(=O)C1CC(=O)N(C)Cc1cnccn1 (stereo not drawn) ?
M. tuberculosis: 0%; inhibitors of VEEV: 1.1%; M. tuberculosis HTS: 1%; Salmonella PhoP GFP: -8%; influenza NS1A: -3%

What do the screens show for `COc1ccc(CCNC(=O)c2cc(-c3ccncc3)nc3c(Cl)cccc23)cc1OC`?
M. tuberculosis: 5%; inhibitors of VEEV: 7.6%; M. tuberculosis HTS: -5%; Salmonella PhoP GFP: 4%; influenza NS1A: 12%

What do the screens show for `Cc1cc(=O)oc2cc(OC(C)C(=O)NC3CCN(Cc4ccccc4)CC3)ccc12` (stereo not drawn)?
M. tuberculosis: 10%; inhibitors of VEEV: inactive; M. tuberculosis HTS: -2%; Salmonella PhoP GFP: 2%; influenza NS1A: -6%

Results for CCC(Oc1ccccc1)C(=O)OCC(=O)N(CC)c1c(N)n(Cc2ccccc2)c(=O)[nH]c1=O (stereo not drawn) ?
M. tuberculosis: 15%; inhibitors of VEEV: 1.7%; M. tuberculosis HTS: -3%; Salmonella PhoP GFP: 2%; influenza NS1A: -3%

Results for CCC(=O)Nc1nnc(SCC(=O)Nc2ccc(F)cc2)s1 ?
M. tuberculosis: -9%; inhibitors of VEEV: 2.2%; M. tuberculosis HTS: -1%; Salmonella PhoP GFP: -1%; influenza NS1A: 4%

What do the screens show for `CC(C)CNC(=O)CN(c1cccc(Cl)c1)S(C)(=O)=O`?
M. tuberculosis: -7%; inhibitors of VEEV: inactive; M. tuberculosis HTS: 0%; Salmonella PhoP GFP: 5%; influenza NS1A: 11%; inhibitors of VEEV 10K pilot screen: 0.3

Results for CC1=NN(c2ccccc2)C(=O)/C1=C\c1sccc1C ?
M. tuberculosis: 6%; inhibitors of VEEV: inactive; M. tuberculosis HTS: 3%; Salmonella PhoP GFP: 0%; influenza NS1A: >100µM*

Results for N/C(=N\OC(=O)CCC1CCCC1)c1ccccn1 ?
M. tuberculosis: 70%; inhibitors of VEEV: inactive; M. tuberculosis HTS: 2%; Salmonella PhoP GFP: 5%; influenza NS1A: 2%

Results for C[C@H](CO)N1C[C@H](C)[C@@H](CN(C)S(=O)(=O)c2cccs2)Oc2c(NC(=O)C3CCCCC3)cccc2C1=O ?
M. tuberculosis: 13%; inhibitors of VEEV: 7.0%; M. tuberculosis HTS: -1%; influenza NS1A: 1%

Results for Cn1c(CCNS(=O)(=O)c2ccccc2)nnc1SCc1cccnc1 ?
M. tuberculosis: -4%; inhibitors of VEEV: 1.0%; M. tuberculosis HTS: -2%; Salmonella PhoP GFP: 0%; influenza NS1A: -6%

What do the screens show for `Cc1oc(-c2ccccc2)cc1C(N)=O`?
M. tuberculosis: -3%; inhibitors of VEEV: 1.0%; M. tuberculosis HTS: 1%; Salmonella PhoP GFP: 13%; influenza NS1A: 0%

Results for O=C(c1cc2ccccc2oc1=O)N(c1ccc(Cl)cc1)C1C=CS(=O)(=O)C1 (stereo not drawn) ?
M. tuberculosis: 12%; inhibitors of VEEV: 3.3%; M. tuberculosis HTS: -7%; Salmonella PhoP GFP: 5%; influenza NS1A: -1%

What do the screens show for `Cc1n[nH]c(C)c1S(=O)(=O)NCCc1ccc(Cl)cc1`?
M. tuberculosis: 8%; inhibitors of VEEV: 0.5%; M. tuberculosis HTS: -8%; Salmonella PhoP GFP: -14%; influenza NS1A: -12%

What do the screens show for `CCc1ccc(NC(=O)Cc2ccc(-n3cccc3)cc2)cc1`?
M. tuberculosis: 7%; inhibitors of VEEV: 1.2%; M. tuberculosis HTS: 4%; Salmonella PhoP GFP: 2%; influenza NS1A: -2%

What do the screens show for `Cc1ccc(S(=O)(=O)N(C)c2c(C)ccc(S(=O)(=O)N3CCN(C=O)CC3)c2C)cc1`?
M. tuberculosis: -6%; inhibitors of VEEV: 2.1%; M. tuberculosis HTS: -1%; Salmonella PhoP GFP: -3%; influenza NS1A: -8%

What do the screens show for `Cc1cc(C)c(NC(=O)c2ccccc2CCc2ccccc2)c(C)c1`?
M. tuberculosis: 10%; inhibitors of VEEV: 0.7%; M. tuberculosis HTS: 0%; Salmonella PhoP GFP: -8%; influenza NS1A: 4%

What do the screens show for `CC(=O)NC1CCCC(NC(C)=O)C1` (stereo not drawn)?
inhibitors of VEEV: 1.0%; influenza NS1A: -17%

Results for Cc1cc(CSc2ccccc2)ccc1NC(=O)c1ccc(C)c([N+](=O)[O-])c1 ?
M. tuberculosis: -14%; inhibitors of VEEV: 0.8%; M. tuberculosis HTS: 7%; Salmonella PhoP GFP: -8%; influenza NS1A: -10%

Results for COC(=O)c1cccc(NC(=O)c2cccc([N+](=O)[O-])c2)c1 ?
M. tuberculosis: -2%; inhibitors of VEEV: 0.5%; M. tuberculosis HTS: 1%; Salmonella PhoP GFP: -3%; influenza NS1A: -1%

Results for Oc1cccnc1CN1CCOCC1 ?
inhibitors of VEEV: 4.6%; influenza NS1A: -16%

Results for O=C(Nc1ccc2nc(-c3cccs3)c(-c3cccs3)nc2c1)N1CCOCC1 ?
M. tuberculosis: 23%; inhibitors of VEEV: 1.4%; M. tuberculosis HTS: 44%; Salmonella PhoP GFP: -10%; influenza NS1A: -15%; inhibitors of VEEV 10K pilot screen: 8.7

What do the screens show for `O=C(N/N=C/c1ccc([N+](=O)[O-])o1)c1cn(-c2ccccc2)nc1-c1ccc(F)cc1`?
M. tuberculosis: 10%; M. tuberculosis HTS: 3%; Salmonella PhoP GFP: -5%

What do the screens show for `COc1cccc(CN(C)CC(=O)Nc2c(C)cccc2C(C)C)c1`?
M. tuberculosis: 15%; inhibitors of VEEV: 1.6%; M. tuberculosis HTS: 1%; Salmonella PhoP GFP: -3%; influenza NS1A: -15%

Results for CCOc1ccc(NC(=O)CN(C)C(=O)CSC(C)C(=O)Nc2cc(C)on2)cc1OCC (stereo not drawn) ?
M. tuberculosis: 11%; inhibitors of VEEV: 0.8%; M. tuberculosis HTS: 0%; Salmonella PhoP GFP: -10%; influenza NS1A: -7%

What do the screens show for `COc1cccc(/C=N/NC(=O)CNC(=O)c2cccs2)c1O`?
M. tuberculosis: 11%; inhibitors of VEEV: 12%; M. tuberculosis HTS: 1%; Salmonella PhoP GFP: 6%; influenza NS1A: -6%

How did NNC(=O)c1cc(C23CC4CC(CC(C4)C2)C3)[nH]n1 do in these assays?
M. tuberculosis: 41%; inhibitors of VEEV: 0.9%; M. tuberculosis HTS: 38%; Salmonella PhoP GFP: -5%; influenza NS1A: -6%

How did COc1ccc(-c2nn(-c3ccccc3)cc2C(=O)Nc2nc(CC(C)=O)ns2)cc1 do in these assays?
M. tuberculosis: 10%; inhibitors of VEEV: 9.2%; M. tuberculosis HTS: 15%; Salmonella PhoP GFP: -8%; influenza NS1A: 9%

Results for O=C1CCCc2cc(S(=O)(=O)N3CCC(C(=O)NCc4ccccc4)CC3)ccc2N1 ?
M. tuberculosis: 11%; inhibitors of VEEV: 0.3%; M. tuberculosis HTS: 4%; Salmonella PhoP GFP: -16%; influenza NS1A: 18%

Results for O=C(Nc1nccs1)c1cccc(N2C(=O)C3C4C=CC(C4)C3C2=O)c1 (stereo not drawn) ?
M. tuberculosis: -7%; inhibitors of VEEV: 0.7%; M. tuberculosis HTS: -1%; Salmonella PhoP GFP: -20%; influenza NS1A: 5%

Results for Cc1noc(C)c1C(=O)NNc1ccc(C(C)C)cc1 ?
M. tuberculosis: 49%; inhibitors of VEEV: 1.8%; M. tuberculosis HTS: 6%; Salmonella PhoP GFP: -6%; influenza NS1A: 1%

Compounds as they come. About 1.6% of those tested had a hit in this group.
